Bcl-xL primary – Bcl-xL (human) inhibition | Q07817 | GST-Bcl-xL / FITC-Bim BH3 peptide fluorescence polarization | inhibition, % at 10.9 µM | 320,000 tested, 0.7% active;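 active = inhibition above the mean of all tested compounds plus 3 SD, cutoff set per campaign, cut at about 30% in these data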;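 also: 0% = DMSO wells and 100% = unlabeled Bim-BH3 peptide competitor; inhibitors lower millipolarization by displacing the labeled peptide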
GLD-1 TGE inh – GLD-1-TGE RNA interaction inhibition (C. elegans); purified GLD-1 + fluorescein TGE RNA, fluorescence polarization; inhibition, % at 5.96 µM; 320,000 tested, 0.44% active; AID 2280;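 active = percent inhibition above a per-plate cutoff, the plate mean of test compounds plus 3 SD, cut at about 30% in these data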;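 also: 0% = DMSO wells with GLD-1 and probe and 100% = wells lacking GLD-1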
AGP1 TOR yeast – alters AGP1-GFP fluorescence in TOR pathway yeast screen; S. cerevisiae AGP1-GFP multiplex flow cytometry, 3 h; GFP as percent of DMSO wells; GFP response vs DMSO, % at 10 µM; 320,000 tested, 0.02% active;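 active = GFP response relative to DMSO above a set limit, near screen average plus 3 SD, cut at about 150% in these data; inconclusive = fewer than 70 cells counted for the yeast strain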;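 also: median GFP channel fluorescence of the gated AGP1 strain per well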
Fam108B counter – counter-screen for RBBP9 inhibitors: inhibitors of mouse Fam108B | recombinant Fam108B, FP-Rh probe fluorescence polarization | inhibition, % at 9.51 µM | 300,000 tested, 0.33% active | AID 1947;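 active = inhibition above the screen mean inhibition plus 3 SD, computed separately per campaign, cut at about 18% in these data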;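 also: inhibitors lower polarization as less probe binds the enzyme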
MCL1-BIM inh – disrupts human MCL1 binding to BIM-BH3 peptide; inhibition, % at 10.9 µM; Q07820; GST-MCL1 / FITC-Bim-BH3 fluorescence polarization; 320,000 tested, 0.68% active;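 active = inhibition above the mean inhibition of all tested compounds plus 3 SD, set per campaign, cut at about 40% in these data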;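 also: 0% = DMSO wells and 100% = unlabeled Bim-BH3 peptide control; higher means more loss of mP so more displacement of Bim peptide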
VLA-4 inh – inhibition in a human VLA-4 binding assay | P13612 | VLA-4 expressing cells, ligand binding flow cytometry | inhibition, % (about 7 µM as worked out from the volumes in the protocol) | 330,000 tested, 0.2% active | AID 2557; in the data active = inhibition above about 50%
Target sequence (P13612 whole entry, looked up): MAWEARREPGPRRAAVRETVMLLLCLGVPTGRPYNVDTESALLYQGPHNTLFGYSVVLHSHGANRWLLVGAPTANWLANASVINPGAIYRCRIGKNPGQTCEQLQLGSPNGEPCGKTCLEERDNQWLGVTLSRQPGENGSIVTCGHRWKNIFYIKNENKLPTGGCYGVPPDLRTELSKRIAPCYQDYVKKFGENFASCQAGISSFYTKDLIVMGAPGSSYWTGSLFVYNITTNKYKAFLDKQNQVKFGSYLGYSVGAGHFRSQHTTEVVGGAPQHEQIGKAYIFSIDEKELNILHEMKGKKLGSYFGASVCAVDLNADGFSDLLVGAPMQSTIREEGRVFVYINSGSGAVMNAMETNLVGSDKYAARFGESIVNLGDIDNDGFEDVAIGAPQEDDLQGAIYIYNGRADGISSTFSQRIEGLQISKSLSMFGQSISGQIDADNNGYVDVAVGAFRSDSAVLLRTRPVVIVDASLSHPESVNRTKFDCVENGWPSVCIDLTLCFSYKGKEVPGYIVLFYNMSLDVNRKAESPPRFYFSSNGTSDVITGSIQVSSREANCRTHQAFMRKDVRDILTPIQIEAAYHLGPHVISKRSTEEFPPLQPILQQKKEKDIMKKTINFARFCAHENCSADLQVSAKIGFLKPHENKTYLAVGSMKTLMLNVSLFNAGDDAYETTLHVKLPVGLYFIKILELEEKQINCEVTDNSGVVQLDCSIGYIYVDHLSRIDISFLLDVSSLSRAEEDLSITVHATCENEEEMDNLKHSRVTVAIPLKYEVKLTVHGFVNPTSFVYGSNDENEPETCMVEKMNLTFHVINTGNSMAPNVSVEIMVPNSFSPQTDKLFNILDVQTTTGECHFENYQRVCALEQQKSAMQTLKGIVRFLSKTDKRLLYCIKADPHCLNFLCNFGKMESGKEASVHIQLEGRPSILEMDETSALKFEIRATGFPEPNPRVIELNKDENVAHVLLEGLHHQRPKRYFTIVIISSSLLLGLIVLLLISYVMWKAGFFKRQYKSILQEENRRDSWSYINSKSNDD
CIT2-GFP yeast – yeast TOR pathway CIT2-GFP modulation. S. cerevisiae CIT2-GFP strain, flow cytometry, 3 h; 100 means same as DMSO wells. GFP response vs DMSO, % at 10 µM. 320,000 tested, 0.065% active. AID 2029;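 active = GFP response relative to DMSO above a set limit, near the screen mean plus 3 SD, cut at about 150% in these data; inconclusive = Fewer than 70 cells measured for a yeast strain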;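 also: ratio of well median GFP fluorescence to mean of DMSO wells on the plate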
GRK2 inh – inhibitors of human GRK2 displacing RNA aptamer. inhibition of aptamer binding, % at 10 µM. AID 488847. 330,000 tested, 0.59% active. P25098. bead flow cytometry, FAM-aptamer displacement from GRK2;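 active = inhibition of aptamer binding above 40%, roughly 3 SD of noise, on plates passing a quality check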;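 also: median bead fluorescence of bound FAM aptamer so fluorescent compounds give negative values; no value below 0 was filed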
MEX-5 binding – C. elegans MEX-5 TCR-2 RNA binding activity; MEX-5/FITC-TCR2 RNA binding, fluorescence polarization; active compounds read low; activity score (negative = inhibition of binding), % at 10 µM; 300,000 tested, 0.38% active;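 active = inhibition past about -25% in most replicates, and total fluorescence under double the plate's negative control median, limit read from the data; inconclusive = replicates evenly split on the limit, or fluorescence at least double controls; inactive = too little inhibition in most replicates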;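 also: 0% = DMSO and -100% = 5 µM competing unlabeled TCR2 RNA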
An asterisk follows results filed as active; u = inconclusive; x = no result given; [ ] = another dose, or the depositor's remark.

SMILES | Bcl-xL primary | GLD-1 TGE inh | AGP1 TOR yeast | Fam108B counter | MCL1-BIM inh | VLA-4 inh | CIT2-GFP yeast | GRK2 inh | MEX-5 binding
CCOC(=O)c1ccc(S(=O)(=O)NNC(=O)c2ccc3c(c2)nc(C)n3CC)cc1 | 0 | 1 | 90 | 1 | 3 | 16 | 83 | 0 | -1.2
COc1ccc(S(=O)(=O)N2CCOCC2)cc1NC(=O)CN(C)CC(=O)Nc1cccc(F)c1 | x | 4 | 97 | x | x | 13 | 97 | 0 | x
Cc1cc(=O)[nH]c(SCC(=O)Nc2ccc(C)c(S(=O)(=O)N3CCCCC3)c2)n1 | -2 | 1 | 103 | -5 | -5 | -7 | 97 | 2 | -2.6
CC(=O)Nc1ccc(NC(=O)[C@@H](NC(=O)N2C[C@H]3C[C@@H](C2)c2cccc(=O)n2C3)C(C)C)cc1 | 0 | 5 | 98 | -6 | -6 | -17 | 104 | 1 | 0.8
COc1ccc(OC)c(C2NC(=S)NC3=C2N2CCC3CC2)c1 (centres undefined) | 3 | 1 | 100 | -1 | 2 | 1 | 107 | 0 | 1.8
O=C(CSc1nnc(-c2ccccc2)n1Cc1ccco1)NCc1ccc2c(c1)OCO2 | -13 | 2 | 101 | -5 | -5 | -4 | 103 | 1 | 1.9
CCC1CCc2sc(C(=O)NCC(c3ccc(OC)cc3)N3CCOCC3)cc2C1 (centres undefined) | 5 | 7 | 106 | x | 4 | 33 | 101 | 3 | x
CCOc1ccc(C(=O)N/N=C(/C)C2C(=O)c3ccccc3C2=O)cc1 | 5 | -2 | 100 | 3 | 8 | -8 | 95 | 0 | 3.5
Cc1ccccc1-c1cc(C(=O)O)n(CC2CC(c3cccnc3)=NO2)n1 (centres undefined) | 1 | 2 | 92 | x | 2 | 17 | 100 | 6 | x
Cc1nnc(SCC2=C(C(=O)O)N3C(=O)C(NC(=O)Cn4nc(C(F)F)cc4C)C3SC2)s1 (centres undefined) | 20 | -3 | 99 | 0 | 11 | 0 | 97 | 11 | -0.3
CN(C)S(=O)(=O)c1cccc(NC(=O)COC(=O)c2ccc([N+](=O)[O-])o2)c1 | -2 | 5 | 94 | 7 | -4 | 13 | 95 | 1 | 0.6
CN(C)CCN(C(=O)c1ccc2ccccc2c1)c1nc2c(F)cccc2s1 | 5 | 9 | 106 | 0 | 5 | -2 | 100 | 0 | -0.6
CCc1onc(C)c1C(=O)Nc1ccc2c(c1)OCO2 | 2 | 6 | 96 | 0 | 2 | 16 | 97 | 1 | -1.0
COc1ccc(CCN2CC(C(=O)N(C)CC(=O)Nc3cccc(F)c3)CC2=O)cc1OC (centres undefined) | 3 | 6 | 98 | 0 | 9 | 10 | x | 0 | 0.0
CC1CC2(CCCC2)Nc2ccc(F)cc21 (centres undefined) | 3 | -3 | 100[may fluoresce red and violet] | -7 | 6 | 2 | u | 0 | 0.0
O=c1[nH]cnc2scc(-c3cccs3)c12 | 1 | 3 | 101 | -4 | 2 | 9 | 110 | 4 | -1.7
O=C(NCc1ccccn1)C1CCN(S(=O)(=O)c2cc(Cl)ccc2Cl)CC1 | 4 | 5 | 93 | 2 | 7 | 0 | 92 | 0 | 2.1
O=C(Cc1ccccc1)NCc1nc2ccccc2[nH]1 | 1 | 2 | 105 | 1 | 1 | 10 | 100 | 1 | -3.3
CCCc1cc(=O)oc2cc(OCC(=O)Nc3ccc(CN4CCOCC4)cc3)c(Cl)cc12 | 4 | 2 | 97 | -4 | 6 | -2 | 96 | 0 | x
CNS(=O)(=O)c1cccc(C(=O)OCC(=O)N(CCC#N)c2ccccc2)c1 | -2 | 6 | 98 | 1 | -6 | 36 | 100 | 0 | 2.3
O=C(N/N=C\c1cc2c(cc1Cl)OCO2)c1ccc(Br)s1 | 4 | 2 | 101 | -6 | 1 | 3 | 105 | 0 | -1.5
Cc1cc(C)n2nc(C(=O)Nc3cccc(S(=O)(=O)N4CCCC4)c3)nc2n1 | 1 | 3 | 109 | 1 | 0 | -6 | 104 | 0 | 0.0
CC(C)(C)c1ccc(OCCC(=O)OCC(=O)NC(=O)NC2CCCC2)cc1 | 4 | -5 | 104 | 0 | -4 | 19 | 98 | 0 | -0.1
O=C(NNC(=S)NC(=O)c1ccccc1)c1ccc([N+](=O)[O-])cc1 | 7 | 5 | 85 | 5 | 11 | -6 | 89 | 1 | -4.4
O=C(CN1C(=O)C(=O)c2ccccc21)NCCc1ccccc1 | 0 | 3 | 92 | 5 | 1 | 7 | 98 | 1 | -1.2
CCOC(=O)C(NC(=O)CC(C)C)(Nc1sc(C)c(CC)c1C#N)C(F)(F)F (centres undefined) | -1 | 2 | 101 | 4 | 2 | 24 | 106 | 0 | -1.2
COC(=O)c1sccc1NC(=O)c1ccc2c(c1)OCO2 | 5 | 5 | 97 | -4 | 6 | 2 | 88 | 3 | 0.9
Cc1cccc(NC(=O)c2ccc(Cl)c(S(=O)(=O)N3CCCCCC3)c2)n1 | 6 | -2 | 96 | x | 1 | 16 | 92 | 0 | x
C=C1CCN(CC(=O)OC)S(=O)(=O)c2ccccc21 | 0 | -1 | 95 | 0 | 2 | 14 | 106 | 3 | -1.1
COc1cccc(CNC(=O)c2cc(C3CC3)nc3c2cnn3C(C)C)c1 | -4 | -3 | 98 | x | 1 | -10 | 89 | 0 | x
O=c1c2ccccc2c(-c2ccccc2)nn1-c1cc(Cl)cc(Cl)c1 | 1 | 3 | 102 | -1 | -5 | 6 | 93 | 0 | -1.8
O=C(O)C1C2CCC(C2)C1C(=O)NCCc1ccccc1 (centres undefined) | 2 | 1 | 97 | -1 | 8 | 8 | 100 | 0 | 3.5
O=C(c1ccc(Cl)cc1)N(c1ccccn1)C1CCCCC1 | 5 | -4 | 95 | 0 | -1 | 10 | 83 | 2 | 0.0
CCOc1ccc(CNc2ccc3c(c2)ncn3C(C)(C)C)cc1 | 2 | -3 | 105 | 7 | -1 | 2 | 100 | 6 | 0.4
CCCCCCn1c(N2CCC(C)CC2)nc2c1c(=O)[nH]c(=O)n2C | 4 | 0 | 98 | 2 | 4 | -1 | 100 | 2 | 0.4
Cc1ccc(-c2noc(CCCOc3ccc(Cl)cc3Cl)n2)cc1 | 6 | -2 | 99 | 1 | 1 | 3 | 89 | 1 | 3.3
CN(C(=O)CC1C(=O)NCCN1CC1CCCCC1)C1CCOCC1 (centres undefined) | 14 | 3 | 102 | -4 | 11 | 4 | 97 | 0 | -3.7
COC(=O)C1=C(C)NC2=C(C(=O)CC(C)(C)C2)C1c1ccccn1 (centres undefined) | 5 | 3 | 83 | -5 | -2 | 24 | 79 | 4 | -2.7
COc1ccc(N2C(=O)CC(Sc3nc4ccccc4s3)C2=O)cc1OC (centres undefined) | 8 | 2 | 104 | 3 | 6 | 6 | 96 | 0 | -1.1
COc1ccc(C)cc1N(C(=O)CNC(=O)c1ccco1)C(C(=O)NCC1CCCO1)c1ccccc1 (centres undefined) | 1 | -1 | 105 | 1 | 3 | 12 | 102 | 0 | -1.9

A different layout for part of the listing above:
Each structure is followed by: Bcl-xL primary	GLD-1 TGE inh	AGP1 TOR yeast	Fam108B counter	MCL1-BIM inh	VLA-4 inh	CIT2-GFP yeast	GRK2 inh	MEX-5 binding
> COC(=O)c1sccc1NC(=O)c1ccc2c(c1)OCO2
→ 5	5	97	-4	6	2	88	3	0.9
> Cc1cccc(NC(=O)c2ccc(Cl)c(S(=O)(=O)N3CCCCCC3)c2)n1
→ 6	-2	96	x	1	16	92	0	x
> C=C1CCN(CC(=O)OC)S(=O)(=O)c2ccccc21
→ 0	-1	95	0	2	14	106	3	-1.1
> COc1cccc(CNC(=O)c2cc(C3CC3)nc3c2cnn3C(C)C)c1
→ -4	-3	98	x	1	-10	89	0	x
> O=c1c2ccccc2c(-c2ccccc2)nn1-c1cc(Cl)cc(Cl)c1
→ 1	3	102	-1	-5	6	93	0	-1.8
> O=C(O)C1C2CCC(C2)C1C(=O)NCCc1ccccc1 (centres undefined)
→ 2	1	97	-1	8	8	100	0	3.5
> O=C(c1ccc(Cl)cc1)N(c1ccccn1)C1CCCCC1
→ 5	-4	95	0	-1	10	83	2	0.0
> CCOc1ccc(CNc2ccc3c(c2)ncn3C(C)(C)C)cc1
→ 2	-3	105	7	-1	2	100	6	0.4
> CCCCCCn1c(N2CCC(C)CC2)nc2c1c(=O)[nH]c(=O)n2C
→ 4	0	98	2	4	-1	100	2	0.4
> Cc1ccc(-c2noc(CCCOc3ccc(Cl)cc3Cl)n2)cc1
→ 6	-2	99	1	1	3	89	1	3.3
> CN(C(=O)CC1C(=O)NCCN1CC1CCCCC1)C1CCOCC1 (centres undefined)
→ 14	3	102	-4	11	4	97	0	-3.7

Carrying on.
SMILES | Bcl-xL primary | GLD-1 TGE inh | AGP1 TOR yeast | Fam108B counter | MCL1-BIM inh | VLA-4 inh | CIT2-GFP yeast | GRK2 inh | MEX-5 binding
COc1ccc(F)c(-c2nc(CN3CCN(C(=O)c4ccco4)CC3)c(C)o2)c1 | 5 | -2 | 100 | 0 | 5 | -6 | 98 | 2 | 0.9
O=C(CC12CC3CC(CC(C3)C1)C2)NC(Cc1ccccc1)C(=O)O (centres undefined) | 2 | -2 | 103 | 3 | 3 | -2 | 91 | 0 | -1.4
CC1=C[C@H]2OC(=O)[C@@H](C)[C@H]2C[C@@H]2[C@H]1C[C@@H](O)[C@@]2(C)O | 1 | 114* | 93 | 4 | 3 | 0 | 90 | 1 | 0.7
O=C(C1CCN(S(=O)(=O)c2ccc(Br)s2)CC1)N1CCc2ccccc21 | 3 | -8 | 99 | -2 | 5 | 7 | 63 | 0 | -3.6
Cc1ccccc1Cn1cnc2ccccc21 | -3 | 5 | 86 | 0 | 9 | 9 | 83 | 0 | 1.6
CCOC(=O)N1CCN(CCC(=O)Nc2cc(OC)ccc2OC)CC1 | 3 | 6 | 103 | -2 | 6 | 1 | 101 | 0 | -0.5
CC(C)CCc1noc(CN2CCN(CC(=O)NC(C)C)CC2)n1 | 1 | 5 | 105 | -3 | 2 | -1 | 80 | 2 | -0.3
C/C(=C\C(=O)c1c(O)cc(C)oc1=O)N(C)C | 14 | 15 | 106 | -1 | 12 | -5 | 102 | 0 | -8.4
COCc1cc(=O)[nH]c(-c2csc(C)n2)n1 | 2 | 6 | 102 | 3 | 1 | 15 | 95 | 0 | -0.6
O=C(CSC(=S)N1CCN(c2ccccc2)CC1)Nc1nc(-c2ccccc2)c(-c2ccccc2)o1 | 4 | -5 | 104 | -1 | 16 | -7 | 95 | 0 | 0.5
Cc1ccc(N(C(=O)c2csnn2)C(C(=O)NC2CCCC2)c2ccncc2)c(C)c1 (centres undefined) | 1 | 4 | 90 | -1 | 3 | -2 | 92 | 0 | 1.9
NC(=O)c1ccc(Oc2ncc(C(F)(F)F)cc2Cl)cc1 | 7 | 0 | 96 | 1 | -2 | 11 | 85 | 1 | 0.2

Bioassay records from PubChem.

This is a random part of the collection; any-hit rate near 2.2%.
